NIH3T3 tox = cytotoxic compounds in NIH 3T3 cells; NIH 3T3 viability, CellTiter-Glo ATP luminescence, 48-72 h; Potency, µM (top dose mostly 96.7 µM), inactives show top-dose activity change, negative = cytotoxicity, usual class: inhibitors; hit rate 4.3% among 94,000; AID 1345082; note: potency is the fitted concentration of half-maximal effect; nearly all actives have a fitted effect of over 55% in size
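Cytotoxicity is measured as loss of cellular ATP: NIH 3T3 cells (400/well) are exposed to compound for 48 or 72 hr at 37 °C, then CellTiter-Glo luminescence is imaged after 10 min at room temperature.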
GPT2 inhibitor = blocks human glutamate pyruvate transaminase 2; Q8TD30; Recombinant GPT2, coupled pyruvate oxidase/HRP Amplex Red fluorescence; Potency, µM (highest dose often 57.7 µM), for the others: at the highest dose activity change, negative = inhibition, actives largely listed as inhibitors; hit rate 0.25% among 100,000; note: potency is the fitted concentration of half-maximal effect; nearly all actives have a fitted effect of over 60% in size; many of its hits are not listed in these tables
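Fluorescence read-out: pyruvate from GPT2 turnover coupled to pyruvate oxidase, HRP and Amplex Red (0.2mM ThPP, 0.2U/mL PO and HRP, 50uM Amplex final). Substrates 250uM a-KG, 2mM L-alanine; enzyme 10ng/uL; 30 min RT.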
SNCA expr inh = reduces expression of the alpha-synuclein gene | Potency, µM (titrated, usually from 57.2 µM), without a hit: at the highest dose activity change, negative = inhibition, most hits filed as inhibitors | HEK-293 SNCA-luciferase knock-in, luminescence, 24 h | hit rate 0.17% among 140,000;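 note: potency is the fitted concentration of half-maximal effect; plate controls were DMSO cells for no effect and cell-free wells for full effect; nearly all actives have a fitted effect of over 45% in size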
HEK cytotox = cytotoxic compounds in HEK 293 cells; hit rate 6.6% among 94,000; HEK 293 viability, ATP luminescence (CellTiter-Glo), 48-72 h; Potency, µM (top dose mostly 115 µM), inactives show top-dose activity change, negative = cytotoxicity, most hits filed as inhibitors; note: potency is the fitted concentration of half-maximal effect; nearly all actives have a fitted effect of over 60% in size
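Read-out: CellTiter-Glo ATP luminescence. Cells: HEK 293, 250 cells/well. Exposure: 48 or 72 hr, 37 degree Celsius.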
Luciferase inh = inhibitors of firefly (Photinus pyralis) luciferase. P08659. purified P. pyralis luciferase, luminescence, biochemical. hit rate 2.5% among 76,000. Potency, µM (top dose mostly 115 µM), without a hit: top-dose activity change, negative = inhibition, most hits filed as inhibitors; note: potency is the fitted concentration of half-maximal effect; nearly all actives have a fitted effect of over 65% in size
Target sequence (P08659 whole entry, looked up): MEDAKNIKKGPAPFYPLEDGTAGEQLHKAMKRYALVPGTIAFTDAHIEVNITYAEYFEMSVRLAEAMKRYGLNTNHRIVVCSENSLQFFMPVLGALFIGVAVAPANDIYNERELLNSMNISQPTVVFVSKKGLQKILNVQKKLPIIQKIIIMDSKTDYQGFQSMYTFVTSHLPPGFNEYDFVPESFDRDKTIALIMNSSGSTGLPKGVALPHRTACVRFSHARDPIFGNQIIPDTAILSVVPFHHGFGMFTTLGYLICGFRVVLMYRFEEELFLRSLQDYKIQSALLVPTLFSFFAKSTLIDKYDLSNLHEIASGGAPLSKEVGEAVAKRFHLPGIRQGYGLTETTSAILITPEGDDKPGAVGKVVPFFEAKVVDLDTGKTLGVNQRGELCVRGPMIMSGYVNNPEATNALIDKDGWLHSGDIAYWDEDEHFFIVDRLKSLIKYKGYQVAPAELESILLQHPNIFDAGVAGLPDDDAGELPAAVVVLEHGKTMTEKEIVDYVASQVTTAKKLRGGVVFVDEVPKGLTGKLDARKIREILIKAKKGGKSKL
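Inhibitors were tested against purified firefly luciferase in a biochemical, low-substrate format (both substrates at 10uM) and luminescence measured with a CCD imager.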
SNCA viab count = cell viability loss counter-screen. HEK-293-SNCA-luc viability, GF-AFC fluorescence, 24 h. Potency, µM (doses to about 57.1 µM), for the others: at the top dose activity change, negative = cytotoxicity, most hits filed as cytotoxic. hit rate 0.12% among 150,000. AID 1671193;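 note: potency is the fitted concentration of half-maximal effect; 0% = DMSO-treated cells and -100% = medium-only wells without cells; nearly all actives have a fitted effect of over 30% in size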
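HEK-293-SNCA-luc cells (1500/well) plated 24 h, then exposed 24 h to a dilution series; GF-AFC added 30 min at 37C, fluorescence 405/540 nm; normalised to medium-only and DMSO wells, Hill fit.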
IP6K1 inh = IP6K1 kinase inhibition; Q92551; IP6K1 kinase, ADP-Glo luminescence, 2 h; stronger effect = lower value; activity change, % (series mostly up to about 58 µM); hit rate 0.81% among 140,000; in the data active = activity change below about -25%
Target sequence (Q92551 whole entry, looked up): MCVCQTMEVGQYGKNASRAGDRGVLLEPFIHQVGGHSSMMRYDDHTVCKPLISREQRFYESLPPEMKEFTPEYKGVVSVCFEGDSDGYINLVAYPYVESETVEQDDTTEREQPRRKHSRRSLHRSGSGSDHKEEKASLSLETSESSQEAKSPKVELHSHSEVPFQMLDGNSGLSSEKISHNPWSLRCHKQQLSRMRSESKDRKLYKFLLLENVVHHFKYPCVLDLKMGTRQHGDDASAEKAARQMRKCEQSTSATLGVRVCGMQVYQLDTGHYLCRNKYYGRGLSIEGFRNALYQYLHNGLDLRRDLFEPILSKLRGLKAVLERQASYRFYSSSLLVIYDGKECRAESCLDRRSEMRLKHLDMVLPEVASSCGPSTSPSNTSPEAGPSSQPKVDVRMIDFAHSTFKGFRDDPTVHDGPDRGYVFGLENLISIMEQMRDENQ
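ADP-Glo luminescence measures ADP made by human IP6K1 during a 2 h RT reaction with ATP/IP6 (mix at 1.3 mM/130 uM); top library doses 57.5 and 19.1 uM final.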
Starred values were filed as active, the others as inactive; i = inactive; ? = inconclusive; . = not tested or not shown; [ ] = another dose, or the depositor's remark. Unless noted, calls come from the whole dose curve; as a rule, active = well fitted curve in the direction sought with a large enough effect; inconclusive = small, poorly fitted or top-dose-only effect, or another doubt; inactive = no such curve, though single readings can be large; an effect the other way counts as inactive or inconclusive. Unless noted, % is set by controls: 0 for no effect and ±100 for the full control effect.

Key to letters – A = NIH3T3 tox; B = GPT2 inhibitor; C = SNCA expr inh; D = HEK cytotox; E = Luciferase inh; F = SNCA viab count; G = IP6K1 inh
1: CCCC1c2nccn2CCCN1C(=O)c1n[nH]c(=O)c2ccccc12 (stereo not given)
  A: -2%	B: i	C: -26%	D: -4%	E: 5%	F: -10%	G: 0

2: CN(Cc1ccc(-c2ccccc2)cc1)Cc1cccnc1
  A: ?	B: -24%[88.5 µM]	C: 21%[87.6 µM]	D: ?	E: 50µM*	F: -3%[87.6 µM]	G: -2

3: Cc1ccc(OC(=O)c2cc(-c3ccc4c(c3)OCCO4)on2)c(C)c1
  A: .	B: .	C: ?	D: .	E: .	F: -1%	G: -17

4: COc1ccc(CNC(=O)C[C@@H]2CCNC[C@@H]2Cc2cc(CN(C)Cc3ccccc3)on2)cc1
  A: -20%	B: i	C: -20%	D: 40µM*	E: -7%	F: -13%	G: 7

5: CN(C)c1ccc(CNC(=O)C2CCN(c3nc4ccccc4[nH]3)CC2)cc1
  A: .	B: .	C: 35%[activator]	D: .	E: .	F: 7%	G: 0

6: Cc1ccc(NC(=O)C2CCN(c3ccnc4ccnn34)CC2)cc1
  A: ?	B: 4%[88.5 µM]	C: 56%[activator][87.6 µM]	D: ?	E: .	F: 8%[87.6 µM]	G: 1

7: CNC(=O)N1CCC(C2CCN(Cc3ccc(OC)cc3)C2)CC1 (stereo not given)
  A: 2%	B: -5%	C: 10%	D: 1%	E: -3%	F: -12%[12.5 µM]	G: 1

8: CCCN(CC1CCOC1)S(=O)(=O)c1ccccc1Cl (stereo not given)
  A: -5%	B: 2%	C: -1%	D: -22%	E: 17%	F: 0%	G: -6

9: O=C1NN=C(C2CC2)C12CCN([S+](=O)([O-])c1cccc(C(F)(F)F)c1)CC2
  A: ?	B: ?	C: -25%	D: ?	E: 3%	F: -10%	G: 3

10: Cc1ccc2oc(C(=O)NC3CC(=O)N(C(C)C)C3)c(C)c2c1 (stereo not given)
  A: -20%	B: -27%	C: 27%	D: -20%	E: -26%	F: -5%	G: 11

11: Fc1ccccc1Nc1cnc2ccc(-n3ccnc3)nn12
  A: ?	B: -18%[88.5 µM]	C: ?	D: ?	E: -1%[172 µM]	F: 11%[87.6 µM]	G: -8

12: Cn1nc(C2CCCC2)cc1NC(=O)C1CC1
  A: -14%[138 µM]	B: 0%[88.5 µM]	C: 10%[87.6 µM]	D: 3%[172 µM]	E: .	F: -2%[87.6 µM]	G: 11

13: Cn1cnc(S(=O)(=O)NCC(=O)N2CCCCCNC(=O)CC2c2ccccc2)c1 (stereo not given)
  A: 5%	B: i	C: 27%	D: 2%	E: 4%	F: 3%	G: -9

14: O=C(C1CCC1)N1CCC[C@H](n2c(=O)n(CC3CC3)c3cccnc32)C1
  A: ?	B: i	C: -12%	D: ?	E: .	F: 8%	G: 3

15: CC(C)(C)CC(=O)N1CC[C@@H](CC(=O)O)[C@@H](CCN2CCN(c3ccccc3)CC2)C1
  A: 3%[174 µM]	B: i	C: 29%[87.6 µM]	D: -5%[172 µM]	E: -7%[172 µM]	F: 10%[87.6 µM]	G: 6

16: CC(C)N1C(=O)C2(CCCC2)C1C(=O)N1CCN(C)CC1 (stereo not given)
  A: i	B: i	C: -11%	D: i	E: 0%	F: 8%	G: -3

17: CC(C)c1nc2c(c(-c3ccc(O)cc3)n1)CN(Cc1cccnc1)CC2
  A: -1%	B: i	C: 13%	D: 1%	E: 3%	F: 7%	G: 2

18: Cc1ccc(CNC(=O)c2cc(=O)c3cc(C)ccc3o2)cc1
  A: .	B: .	C: 12%	D: .	E: .	F: 0%	G: -14

19: O=C(NC1CCN(c2ccc3nnc(C4CC4)n3n2)C1)c1ccc(Cl)nc1 (stereo not given)
  A: -24%	B: .	C: .	D: 2%	E: .	F: .	G: 13

20: CCCCNC(=O)c1[nH]c2ccccc2c1Sc1ccc(C)cc1
  A: .	B: .	C: -10%	D: .	E: .	F: 4%	G: 5

21: O=C1N(C2CCOCC2)C[C@H]2CN(Cc3ccc(F)cc3)CCN12
  A: -3%[138 µM]	B: i	C: -10%[87.6 µM]	D: -9%[172 µM]	E: -7%[172 µM]	F: 4%[87.6 µM]	G: -10

22: Cc1nc(N2CCN(C(=O)c3ccccc3Cl)CC2)cc(C(F)(F)F)n1
  A: -25%	B: i	C: 2%	D: -25%	E: 0%	F: -7%	G: 3

23: COCc1nc(C2CC(NC(=O)C(=O)c3ccco3)C2)cc(=O)[nH]1 (stereo not given)
  A: -4%	B: -2%	C: -6%	D: -3%	E: 12%	F: -2%	G: -22

24: COc1ccc(-c2cnc(Nc3cc(F)cc(N4CCOCC4)c3)c3c2CCO3)cn1
  A: ?	B: 0%[88.5 µM]	C: 4%[87.6 µM]	D: ?	E: -17%[172 µM]	F: -17%[87.6 µM]	G: -19

25: O=C(c1nn(CC2CC2)c2c1CNCC2)N1CCC(Cc2ccccc2)CC1
  A: 40µM*	B: i	C: 11%	D: ?	E: .	F: 4%	G: -1

26: CCOc1ccc(C(=O)N2CCC(c3n[nH]c(=O)n3-c3ccc(C)cc3)CC2)cc1
  A: ?	B: 4%	C: 0%	D: -1%	E: 0%	F: -2%	G: -17

27: COc1cccc(-c2nc3c(c(SCc4ccccc4)n2)Cc2c(CO)cnc(C)c2O3)c1
  A: .	B: .	C: ?	D: .	E: .	F: -5%	G: 50

28: Cn1cccc1CN1CCn2c(nn(-c3cccc(Cl)c3)c2=O)C1
  A: ?	B: ?	C: 66%[activator]	D: ?	E: .	F: -10%	G: 9

29: CCCNC(=O)N1CCc2nc(N3CCN(C)CC3)sc2C1
  A: -3%	B: 5%	C: -6%	D: 2%	E: 5%	F: -2%	G: 5

30: CO[C@@H]1[C@H](O)CCC2(CO2)[C@H]1[C@@]1(C)O[C@@H]1CC=C(C)C (stereo not given in full)
  A: .	B: ?	C: .	D: .	E: .	F: 4%	G: -3

31: O=C(Nc1ccc(Cl)cc1)c1nc2c(o1)CCN(CC1CCCC1)CC2
  A: ?	B: 3%[88.5 µM]	C: 0%[87.6 µM]	D: ?	E: 7%[172 µM]	F: -11%[87.6 µM]	G: -2

32: O=C(O)COc1ccccc1CN1CC[C@H]2NCCC[C@]2(C(=O)O)C1
  A: -31%	B: 5%	C: 3%	D: -22%	E: -19%	F: -14%	G: -11

33: COc1ccc(NC(=O)CN(c2ccccc2OC)S(C)(=O)=O)c(OC)c1
  A: .	B: .	C: 19%	D: .	E: .	F: 4%	G: 17

34: CCCOC(=O)c1ccc(Nc2nc3ccccc3nc2-n2nc(C)cc2C)cc1
  A: .	B: .	C: 11%	D: .	E: .	F: 2%	G: -11

35: Cc1ccc(O)cc1Nc1ccnc(Nc2cccc(C(N)=O)c2)n1
  A: .	B: 2%	C: .	D: .	E: .	F: -27%	G: 2

36: COCCOCC(=O)N1CCN(C(=O)N2CC3CC(C2)[C@H]2CCCC(=O)N2C3)CC1 (stereo not given in full)
  A: -4%	B: i	C: -14%	D: -22%	E: 8%	F: 2%	G: -1

37: O=C(c1cn(-c2ccccc2)nn1)N(Cc1cccnc1)C1CCNCC1
  A: -9%	B: -5%	C: 3%	D: -1%	E: 6%	F: -11%	G: 10

38: Cc1ccc(S(=O)(=O)Nc2cccc(-c3cn4cccc(C)c4n3)c2)cc1
  A: .	B: .	C: 29%	D: .	E: .	F: -21%	G: -26*

39: Cc1ccc(C(=O)O)cc1Nc1nc2ccccc2n2nnnc12
  A: .	B: .	C: 206%[activator]	D: .	E: .	F: 14%	G: 4

40: O=C(NCC1CCCCC1)c1cc2n(n1)CC(c1ccc(Cl)cc1)OC2 (stereo not given)
  A: ?	B: i	C: -2%	D: ?	E: -20%	F: -5%	G: 19

41: COC(=O)CCC(=O)N1CCOC(CCCC(C)C)C1 (stereo not given)
  A: 4%	B: i	C: 20%	D: ?	E: 3%	F: 6%	G: -3

42: CC(C)(C)OC(=O)N1CCC(c2c(C(=O)NCCN3CCc4ccccc4C3)cnn2-c2ccc(F)cc2)CC1
  A: .	B: .	C: -18%	D: .	E: .	F: -8%	G: -18

43: CCCCSc1nnc2[nH]c(=O)cc(C)n12
  A: .	B: .	C: -17%	D: .	E: .	F: -13%	G: -14

44: CCOc1ccc(-c2csc(-c3nc(-c4ccc(Br)s4)cs3)n2)cc1
  A: .	B: .	C: -3%	D: .	E: .	F: 3%	G: 10

45: COCCN1CCC(N2CCN(S(=O)(=O)c3ccc(OC)c(Cl)c3)CC2)C1=O (stereo not given)
  A: -8%	B: i	C: 7%	D: i	E: 0%	F: 1%	G: 27

46: COc1ccccc1CCNC(=O)Cn1nc2c(cc1=O)CCCC2
  A: -6%	B: -4%	C: -9%	D: 2%	E: 3%	F: -10%	G: 18

47: COc1cccc(C(=O)N2CCC(N3C[C@H](O)C[C@H]3C(=O)NCc3ccc(F)cc3)CC2)c1
  A: i	B: 0%	C: 1%	D: i	E: -2%	F: 2%	G: 12

48: COc1ccccc1OCc1ccc(C(=O)Nc2ccc(C)c(C)c2)o1
  A: .	B: .	C: 30%	D: .	E: .	F: 2%	G: -6

49: COc1cc(NC(=O)CN2Cc3ccccc3C2=O)cc(OC)c1OC
  A: .	B: .	C: 12%	D: .	E: .	F: -3%	G: -3

50: O=C(NCCCn1ccnn1)[C@H]1CNC[C@@H](C(=O)N2CCCC2)C1
  A: 1%	B: -27%	C: 2%	D: -2%	E: 7%	F: -12%	G: 13

New compounds follow.
Key to letters – A = NIH3T3 tox; B = GPT2 inhibitor; C = SNCA expr inh; D = HEK cytotox; E = Luciferase inh; F = SNCA viab count; G = IP6K1 inh
51: COc1cc(C)ccc1OCCSc1nnc(-c2ccc(C)cc2)o1
  A: .	B: .	C: 11%	D: .	E: .	F: 19%	G: -14

52: COc1ccc(N(Cc2cccs2)C(=O)COc2cccc(Cl)c2)cc1
  A: .	B: .	C: -28%	D: .	E: .	F: -10%	G: 20

53: COc1cc(NC(=O)Cn2nc(C(F)(F)F)c3c2CCC3)cc(OC)c1OC
  A: .	B: .	C: -6%	D: .	E: .	F: -1%	G: -19

54: COc1cccc(NC(=O)c2ccc3c(c2)NC(C)(COCCN(C)C)CO3)c1 (stereo not given)
  A: ?	B: -12%[88.5 µM]	C: 13%[87.6 µM]	D: ?	E: ?	F: 3%[87.6 µM]	G: -5

55: CC(C)(C)c1cc(CC2(NCc3ccc(CO)o3)COC2)no1
  A: -9%[174 µM]	B: -23%[88.5 µM]	C: 2%[87.6 µM]	D: -1%[172 µM]	E: 0%[172 µM]	F: -13%[87.6 µM]	G: 1

3 entries from above, bar-delimited:
nr | canonical_smiles | NIH3T3 tox | GPT2 inhibitor | SNCA expr inh | HEK cytotox | Luciferase inh | SNCA viab count | IP6K1 inh
52 | COc1ccc(N(Cc2cccs2)C(=O)COc2cccc(Cl)c2)cc1 | . | . | -28% | . | . | -10% | 20
53 | COc1cc(NC(=O)Cn2nc(C(F)(F)F)c3c2CCC3)cc(OC)c1OC | . | . | -6% | . | . | -1% | -19
55 | CC(C)(C)c1cc(CC2(NCc3ccc(CO)o3)COC2)no1 | -9%[174 µM] | -23%[88.5 µM] | 2%[87.6 µM] | -1%[172 µM] | 0%[172 µM] | -13%[87.6 µM] | 1

Screening results: PubChem, National Center for Advancing Translational Sciences (NCATS)

A portion of the library; the hit share may differ from the screen's.
